Screens from PubChem.
Imprint erasure: genomic imprint erasure induction | mouse ES Peg3-LacZ reporter, beta-gal luminescence, 40 h | Potency, µM (top dose mostly 60.7 µM), inactives show top-dose activity change, positive = activation, actives largely listed as activators | 110,000 compounds, 0.02% hits | AID 1948;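 note: 0% = negative control wells on the plate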
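Readout: BetaGlo luminescence (5 min, room temp) for LacZ from the normally silent maternal Peg3 allele in female Peg3LacZ-Neo ES cells. Cells 300/well, 40 h, 37C, 5% CO2. Data normalized per plate to negative controls.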
IkB signaling: IkB pathway inhibition in ABC-DLBCL cells; ABC-DLBCL IkBa-CBG/CBR dual luciferase ratio, 4 h; response scale: scaled: untreated 0%, proteasome inhibitor 100%; Potency, µM (titrated, usually from 57.1 µM), without a hit: top-dose IkBa stabilization activation; 110,000 compounds, 0.04% hits; active = well fitted curve in the direction sought with a large enough effect in the signal ratio, not every such curve was filed as active; inconclusive = small, poorly fitted or top-dose-only effect, or a change in a side signal; the % refers to the signal ratio;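 note: the direction sought is a rising ratio; 0% = basal untreated cells and 100% = reference inhibitor full response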
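In this assay, an IκBα–CBG68 fusion accumulates when IKK-driven degradation is blocked; native CBR normalizes for cell number. OCI-Ly3 cells were treated 4 h with compound and doxycycline, then green and red light read after Chroma-Glo addition.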
p53ts 39C tox: cytotoxicity in p53ts cells at nonpermissive temperature | H1299-p53A138V viability at 39C, ATP luminescence, 24 h | Potency, µM (doses to about 46.1 µM), inactives show top-dose activity change, negative = cell killing, usual class: cytotoxic | 130,000 compounds, 1.5% hits | AID 902; note: nearly all actives have a fitted effect of over 55% in size
p53ts 32C kill: p53ts cell cytotoxicity, permissive temperature; H1299-p53A138V at 32C, ATP luminescence viability, 24 h; Potency, µM (top dose mostly 46.1 µM), without a hit: at the highest dose activity change, negative = cytotoxicity, hits mostly cytotoxic; 130,000 compounds, 0.93% hits;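 note: 0% = DMSO and -100% = full killing by reference compound; nearly all actives have a fitted effect of over 55% in size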
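H1299-p53 A138V cells (temperature-sensitive p53) exposed 24 h to up to 46 uM compound at 32C, where p53 is wild-type in conformation. Viability read as ATP luminescence and normalised to DMSO and 100 uM tamoxifen. AC50 fitted with the Hill equation.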
Numbers without * were called inactive; u = inconclusive; x = not tested or not shown; & = joins results of further samples; [ ] = another dose, or the depositor's remark. Unless noted, calls come from the whole dose curve; as a rule, active = well fitted curve in the direction sought with a large enough effect; inconclusive = small, poorly fitted or top-dose-only effect, or another doubt; inactive = no such curve, though single readings can be large; an effect the other way counts as inactive or inconclusive. Unless noted, % is set by controls: 0 for no effect and ±100 for the full control effect; potency is the fitted concentration of half-maximal effect. Compounds were not picked by outcome, and some 1.7% of all compounds hit somewhere here.

The opening 3 compounds, ahead of the listing:
(1) O=C1c2ccccc2C(=O)C12Cc1ccccc1N1CCN(c3ccccc3)CC12 (stereo unspecified)
(2) Clc1ccc(Cc2noc(CN3CCN(c4ccccc4)CC3)n2)c(Cl)c1
(3) CCC(Sc1nc2n[nH]c(C)c2c(=N)n1-c1ccccc1Cl)C(=O)N(CC)CC (stereo unspecified)
compound no. | 1 | 2 | 3
Imprint erasure | 10% | -11% | -8%[10.9 µM]
IkB signaling | u | 0.4% | u
p53ts 39C tox | -2% | -8% | -25%
p53ts 32C kill | -3% | 0% | 0%

The list itself, from the start:
(1) O=C1c2ccccc2C(=O)C12Cc1ccccc1N1CCN(c3ccccc3)CC12 (stereo unspecified)
(2) Clc1ccc(Cc2noc(CN3CCN(c4ccccc4)CC3)n2)c(Cl)c1
(3) CCC(Sc1nc2n[nH]c(C)c2c(=N)n1-c1ccccc1Cl)C(=O)N(CC)CC (stereo unspecified)
(4) Cc1cc(C)cc(NC(=O)CCCn2nc(C)c3c(C)n(-c4ccccc4)nc3c2=O)c1
(5) O=c1c2ccccc2ncn1-c1ccc(Cl)c(Cl)c1
(6) Cc1ccc(OC(C)c2nnc(N)s2)cc1Cl (stereo unspecified)
compound no. | 1 | 2 | 3 | 4 | 5 | 6
Imprint erasure | 10% | -11% | -8%[10.9 µM] | -7%[10.9 µM] | x | -9%
IkB signaling | u | 0.4% | u | 2.0% | x | u
p53ts 39C tox | -2% | -8% | -25% | 1% | 26% | -7%
p53ts 32C kill | -3% | 0% | 0% | 8% | -1% | 0%

Record cards (already shown).
Shown for Cc1cc(C)cc(NC(=O)CCCn2nc(C)c3c(C)n(-c4ccccc4)nc3c2=O)c1 = Imprint erasure = -7%[10.9 µM]; IkB signaling = 2.0%; p53ts 39C tox = 1%; p53ts 32C kill = 8%
Shown for Cc1ccc(OC(C)c2nnc(N)s2)cc1Cl (stereo unspecified) = Imprint erasure = -9%; IkB signaling = u; p53ts 39C tox = -7%; p53ts 32C kill = 0%

Next records follow:
(7) Cc1ccc(C(C)n2cc(C(=O)NCc3cccnc3)nn2)cc1 (stereo unspecified)
(8) COc1ccccc1N1CCN(CC(=O)Nc2ccc(Cl)c(C(F)(F)F)c2)CC1
(9) Cc1cc(C)nc(N(C#N)CC(=O)N2CCC(C(N)=O)CC2)n1
(10) COc1ccccc1NC(=O)CNS(=O)(=O)c1ccccc1
(11) CC(=O)c1ccc(NC(=O)C2CCN(S(=O)(=O)c3ccc4[nH]c5c(c4c3)CCCCC5)CC2)cc1
(12) CSc1ncnc2c1ncn2C1OC(CO)C(O)C1O (stereo unspecified)
compound no. | 7 | 8 | 9 | 10 | 11 | 12
Imprint erasure | -5% | x | -62%[inhibitor] | 7% | -13%[10.9 µM] | u
IkB signaling | -0.5% | x | -2.1% | -3.6% | 1.4% | x
p53ts 39C tox | -7% | -25% | 8% | 8% | -17% | 10µM*
p53ts 32C kill | -7% | -6% | 4µM* | -1% | -4% | u

(13) COc1cc(C(=O)Nc2sc3c(c2C#N)CCCC3)c(Br)c(OC)c1OC
(14) NCCCCCc1nnc(SCc2ccccc2Cl)o1
(15) NCCCSC1=NCCCN1
(16) C/C(=N/Nc1ccc2ccccc2n1)c1ccccc1O
(17) CSc1ccc(CNC(=O)CCn2c(=O)c3cccn3c3ccc(F)cc32)cc1
(18) COc1ccc(CCC(=O)N2CC(C)OC(C)C2)cc1 (stereo unspecified)
compound no. | 13 | 14 | 15 | 16 | 17 | 18
Imprint erasure | -27%[10.9 µM] | -32%[inhibitor] | -9% | -56%[inhibitor][10.9 µM] | 8%[10.9 µM] | -5%
IkB signaling | 2.5% | 1.3% | 1.8% | u | -1.4% | -4.5%
p53ts 39C tox | -10% | -2% | 9% | 2.5µM* | u | 6%
p53ts 32C kill | 1% | -4% | 4% | 3.2µM* | 1% | 4%

5 compounds picked at random from the list so far, as already listed:
(2) Clc1ccc(Cc2noc(CN3CCN(c4ccccc4)CC3)n2)c(Cl)c1
(5) O=c1c2ccccc2ncn1-c1ccc(Cl)c(Cl)c1
(16) C/C(=N/Nc1ccc2ccccc2n1)c1ccccc1O
(11) CC(=O)c1ccc(NC(=O)C2CCN(S(=O)(=O)c3ccc4[nH]c5c(c4c3)CCCCC5)CC2)cc1
(6) Cc1ccc(OC(C)c2nnc(N)s2)cc1Cl (stereo unspecified)
compound no. | 2 | 5 | 16 | 11 | 6
Imprint erasure | -11% | x | -56%[inhibitor][10.9 µM] | -13%[10.9 µM] | -9%
IkB signaling | 0.4% | x | u | 1.4% | u
p53ts 39C tox | -8% | 26% | 2.5µM* | -17% | -7%
p53ts 32C kill | 0% | -1% | 3.2µM* | -4% | 0%

Later entries.
(19) Cc1ccc(S(=O)(=O)OC2CCN(C)CC2)cc1
(20) CSc1nc(N)c2ncn([C@H]3O[C@H](COP(=O)(O)OP(=O)(O)O)[C@@H](O)[C@@H]3O)c2n1
(21) CCOC(=O)c1cnc2c(-c3ccccc3)c(C)nn2c1N
(22) O=C(N/N=C/c1ccccc1O)c1cc(-c2ccccc2)n[nH]1
(23) O=c1oc2ccc3ccccc3c2cc1-c1nnc(Nc2ccc(F)cc2)s1
(24) CCC[C@@H]1O[C@@H]2C[C@@H]3[C@H]4CCC5=CC(=O)C=C[C@@]5(C)[C@H]4[C@H](O)C[C@@]3(C)[C@@]2(C(=O)CO)O1
compound no. | 19 | 20 | 21 | 22 | 23 | 24
Imprint erasure | 8%[10.9 µM] | 2% | 4% | x | -4%[10.9 µM] | -12%[16.8 µM]
IkB signaling | 0.0%[11.4 µM] | 0.5% | -0.6% | x | -1.8% | u
p53ts 39C tox | 8%[9.22 µM] | -1% | -7% | 16µM* | 19% | 10%[20.6 µM]
p53ts 32C kill | 4%[9.22 µM] | 5% | 8% | -28% | 15% | 3%[20.6 µM]

(25) COc1ccc(S(=O)(=O)Cc2ccccc2)cc1N
(26) CCOC(=O)c1ccc(NC(=O)CCc2c(C)nc3c(c(C)nn3C)c2C)cc1
(27) COCCNC(=O)c1c(N)sc2c1CCCC2
(28) CCOCCCNC(=O)C1CCN(S(=O)(=O)c2ccc(C)cc2)CC1
(29) CN(C)C(=O)N1CCC(C(=O)NCc2ccc(F)cc2Cl)CC1
(30) O=C(Cn1ncc2c(=O)oc3ccccc3c21)N1CCN(c2ccccn2)CC1
compound no. | 25 | 26 | 27 | 28 | 29 | 30
Imprint erasure | -8% | -9%[10.9 µM] | -5% | x | -5% | -8%
IkB signaling | -1.6% | u | 4.3% | x | 0.4% | 5.7%
p53ts 39C tox | 9% | -28% | -6% | -4% | 8% | -6%
p53ts 32C kill | 4% | 8% | 6% | -4% | -3% | -27%

(31) CCN1CCN(Cc2cc(=O)oc3cc(C)cc(C)c23)CC1
(32) N#Cc1cnn(Cc2ccccc2)c1N
(33) CCc1nc(Nc2ccc(F)c(Cl)c2)c2c3c(sc2n1)CCCC3
(34) O=C(CSc1ncnc2c1cnn2-c1ccccc1Cl)N1CCN(C(=O)c2ccco2)CC1
(35) Cc1cccc(C(=O)Nc2ccc(N3CCN(c4ccc(F)cc4)CC3)c(C(=O)O)c2)c1
(36) Cc1cc(SCC(=O)Nc2c(C)n(C)n(-c3ccccc3)c2=O)n2c(nc3ccccc32)c1C#N
compound no. | 31 | 32 | 33 | 34 | 35 | 36
Imprint erasure | -16% | -4% | -10%[10.9 µM] | -21% | -9%[10.9 µM] | 3%
IkB signaling | -0.8% | 4.1% | u | u | 2.7% | 0.8%
p53ts 39C tox | 2% | -2% | -27% | 12% | -6% | 1%
p53ts 32C kill | 2% | -1% | -4% | 14% | 7% | 12%

(37) COCCn1c(=O)[nH]c2cc(C(=O)NCCCN3CCN(c4ccc(F)cc4)CC3)ccc2c1=O
(38) Cc1cc(Cl)ccc1OCC(=O)OC(C)C(=O)NC(N)=O (stereo unspecified)
(39) CCOC(=O)c1c(-c2ccccc2)csc1NC(=O)c1cc(=O)c2ccc(C)cc2o1
(40) Cc1cccc(OCC2=N/C(=C\N(C)C)C(=O)O2)c1
(41) CCOC(=O)CSc1nsc(SCC(=O)OCC)c1C#N
(42) COc1ccc(-n2c(C)cc(C(=O)Cn3c(NCCO)nc4ccccc43)c2C)cc1
compound no. | 37 | 38 | 39 | 40 | 41 | 42
Imprint erasure | -14% | -4% | -8%[10.9 µM] | -9% | x | -25%
IkB signaling | 0.5% | 0.1% | -2.0% | 1.7% | x | u
p53ts 39C tox | -1% | -1% | 16% | 8% | 8% | u
p53ts 32C kill | -5% | -7% | 1% | -9% | 2% | 10%

(43) Cn1c(=O)[nH]c(=O)c2[nH]cnc21
(44) C=CCSC1=C(C#N)C2(CCCCC2)C(C#N)C(=O)N1 (stereo unspecified)
(45) CC(=O)c1cc(F)c(N2CCCC2)cc1C
(46) CC(=O)c1c(COC(=O)c2cccnc2)nc2ccccc2[n+]1[O-]
(47) CC1Cc2ccccc2N1C(=O)c1ccc(N2CCCCC2)c([N+](=O)[O-])c1 (stereo unspecified)
(48) CCOCCCNC(=O)C(C)NS(=O)(=O)c1ccc(C)cc1 (stereo unspecified)
compound no. | 43 | 44 | 45 | 46 | 47 | 48
Imprint erasure | -17% | 1% | -11% | -5% | x | -9%
IkB signaling | x | 0.9% | -0.6% | 3.4% | x | 2.3%
p53ts 39C tox | -6% | 9% | 2% | 0% | 1% | 7%
p53ts 32C kill | 11% | -11% | -9% | -7% | -18% | 8%

(49) CCC(=O)[C@@]1(C)[C@H](C)C[C@@H]2[C@@H]3CCC4=CC(=O)C=C[C@@]4(C)[C@H]3[C@H](O)C[C@]21C
(50) CCOc1ccc(-n2c(SCC(=O)Nc3nccs3)nc3c(c2=O)SCC3)cc1
(51) COc1cccc(-c2cc(C(=O)Nc3ccc(Br)c(C)c3)[nH]n2)c1
(52) COc1ccc(OC2C(O)COC2/C=C/C#Cc2ccc(F)cc2F)cc1 (stereo unspecified)
(53) CS(=O)(=O)N(CC(=O)N1CCCCCC1)c1cccc(Br)c1
(54) CCOc1ccc(NC(=O)Cn2cc(C(=O)c3ccc(CC)cc3)c(=O)c3cc4c(cc32)OCO4)cc1
compound no. | 49 | 50 | 51 | 52 | 53 | 54
Imprint erasure | 17%[16.8 µM] | -3% | -9%[10.9 µM] | x | 25% | -14%[10.9 µM]
IkB signaling | 12%[25.6 µM] | -0.5% | u | x | 4.4% | u
p53ts 39C tox | 4%[20.6 µM] | -5% | -18% | -2%&-1%[9.22 µM] | -5% | -23%
p53ts 32C kill | 9%[20.6 µM] | 6% | 0% | 1%&6%[9.22 µM] | -5% | 3%

(55) O=C(Cn1cnc2c(nnn2Cc2ccccc2)c1=O)NCc1ccco1
(56) COc1ccccc1CCn1c(=O)c(-c2cccs2)nc2cncnc21
(57) CN1CCN(c2cc(-c3ccccc3C(F)(F)F)ncn2)CC1
(58) Cc1cccc(Nc2nc(NC(C)C)nc(Oc3ccc(=O)n(C)n3)n2)c1
(59) O=C(O)C1C2CCC(C2)C1C(=O)NCc1ccco1 (stereo unspecified)
(60) O=C(CCC(=O)N(Cc1ccco1)C(C(=O)NC1CCCC1)c1ccncc1)Nc1cccnc1 (stereo unspecified)
compound no. | 55 | 56 | 57 | 58 | 59 | 60
Imprint erasure | 21% | -2% | -2% | -11% | -5% | 8%
IkB signaling | 0.3% | -0.6%[11.4 µM] | -0.8%[11.4 µM] | 2.7% | -1.0% | 1.4%
p53ts 39C tox | -1% | -11% | 1% | -10% | -3% | 7%
p53ts 32C kill | 6% | -2% | -2% | -2% | -11% | 2%

(61) S=C(Nc1ccccc1)Nc1nccs1
(62) CCc1nnc(NC(=O)CSc2nnc(Cc3ccccc3)o2)s1
(63) CCc1nnc(NC(=O)CCC(=O)O)s1
(64) CC(C)(C)c1ccc(OC2C=CC(C#Cc3ccccc3)OC2CO)cc1 (stereo unspecified)
(65) OC(CN1CCC(Cc2ccc(F)cc2)CC1)c1ccc(Cl)cc1 (stereo unspecified)
(66) CC(=O)Nc1nc(=S)n(-c2ccccc2)[nH]1
(67) CCOc1ccccc1NC(=O)c1c(NCc2ccc(C)o2)sc2c1CCC(C)C2 (stereo unspecified)
compound no. | 61 | 62 | 63 | 64 | 65 | 66 | 67
Imprint erasure | -41%[inhibitor] | -12% | 3% | x | -36%&-11%[inhibitor] | 0% | 17%[10.9 µM]
IkB signaling | u | -0.8% | 0.5% | x | x | 0.4% | 3.5%
p53ts 39C tox | -7% | -3% | -3% | -10%[9.22 µM] | u | 7% | -26%
p53ts 32C kill | -23% | -5% | -10% | -3%[9.22 µM] | 7%&-22% | 4% | 6%
